Bioassay records as filed in PubChem BioAssay.
bCat nuc transl = beta-catenin nuclear translocation modulation. HeLa beta-catenin nuclear translocation, immunofluorescence imaging. nuclear translocation activity, % at 5 µM. 190,000 tested, 0.3% active. AID 1665;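 active = nuclear translocation activity above 50% at 5 µM, with a well cell count of 50 or more; inconclusive = wells under 50 cells across six images, flagged as toxic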;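 note: per-cell ratio of nuclear to cytoplasmic median beta-catenin stain intensity; plate controls were DMSO negative control for no effect and GSK-3 inhibitor IX positive control for full effect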
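Test system: human HeLa cells, endogenous beta-catenin. Times: 24 h compound exposure, 37°C. Measured by: beta-catenin immunofluorescence imaging with DAPI.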
West Nile antiviral = inhibition of WNV-induced cytopathic effect – cell-based, CPE readout (AID 1621) | West Nile virus-infected cells, CPE inhibition; higher % means a stronger effect | one-dose CPE inhibition, % at 10 µM; IC50 in µM for titrated hits | 290,000 tested, 0.02% active; in the data active = a potency from the dose series; inconclusive = CPE inhibition mostly from about 3.7% at the one dose, without a potency; inactive = the rest, 99 in 100 with CPE inhibition below about 2.2%; note: strong numbers were not always called active
Myeloid diff MLP = myeloid differentiation induction | ER-HoxA9 myeloid progenitors, lysozyme-GFP differentiation, flow cytometry | calls only at 10 µM | 360,000 tested, 1% active | AID 624256;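 active = normalized GFP-positive differentiation at or above the plate's own cutoff, the solvent-only control mean plus 3 SD; inconclusive = no clear call, values can overlap the other calls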;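 note: cells exposed to compound for four days before flow analysis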
RSV CPE inhibition = RSV antiviral activity via CPE protection, HEp-2 cells, primary 10 µM value included (AID 2391); 310,000 tested, 0.13% active; CPE inhibition, % at 10 µM; hits with a dose series show IC50 in µM; HEp-2 cells, RSV-induced CPE inhibition; higher % means a stronger effect; in the data active = a potency from the dose series; inconclusive = CPE inhibition mostly from about 23% at the one dose, without a potency; inactive = the rest, 99 in 100 with CPE inhibition below about 21%; note: strong numbers were not always called active
Rac1 GTP hydrolysis = MgcRacGAP GTPase-activating activity inhibitors, confirmation, biochemical, ADP Hunter fluorescence; MgcRacGAP-stimulated Rac1 GTP hydrolysis, ADP Hunter fluorescence; higher % means a stronger effect; GST-tagged Rac1 F28L mutant substrate; 340,000 tested, 0.6% active; one-dose inhibition, % at 30 µM; IC50 in µM for titrated hits; AID 624330;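 active = first-screen hits whose inhibition reached a set limit at any dose in the follow-up dose series; inconclusive = inhibition above the set first-screen limit but never retested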;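 note: fluorescence reports GDP produced by GAP-driven GTP hydrolysis; strong numbers were not always called active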
WT yeast gro inh = growth inhibition of WT yeast, mitochondrial fusion screen. inhibition, % at 10 µM. 190,000 tested, 2.1% active. AID 1362. mitochondrial fusion phenotypic screen, WT strain; in the data active = inhibition above about 58%; tested in S. cerevisiae
T cell HTS = modulates CD8 T cell binding to vesicles | 2C CD8+ T cell-vesicle binding, flow cytometry; hits give low values | calls only at 7 µM | 330,000 tested, 0.068% active | AID 2052;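 active = response, share of CD8 T cells binding vesicles, and their 90th percentile fluorescence all below set limits, cut at about 80% in these data, passing the limit was not always enough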
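Benchmarks: naked versus QL9-loaded vesicles / Assay system: purified 2C TCR transgenic mouse naive CD8+ T cells / Technique: high-throughput flow cytometry with anti-B7-1 and anti-CD8 staining / Timing: Cell–vesicle co-incubation 1.5 h at 37 °C, staining 20 min on ice / Read-out: percent CD8+ FL2 mean versus row control / Probe or stimulus: QL9-loaded Drosophila micro-vesicles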
Salmonella PhoP GFP = inhibitors of PhoP regulon expression, primary screen, Salmonella Typhimurium, GFP reporter (AID 1863). S. Typhimurium PhoP-regulated promoter GFP reporter, 4 h; higher % means a stronger effect. inhibition, % at 50 µM, or IC50 in µM where a hit was titrated. 300,000 tested, 0.16% active;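 active = inhibition over 29.93%, a cutoff 3 SD above the screen mean, later confirmed by dose response; inconclusive = inhibition over 29.93% but no dose response follow-up; inactive = inhibition at most 29.93% or unconfirmed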;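 note: 0% = low Mg2+ inducing control and 100% = high Mg2+ repressing control; strong numbers were not always called active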
SV40 large T antigen = TAg ATPase/helicase activity blockers – biochemical (AID 1903); SV40 large T antigen ATPase/helicase inhibition assay; higher % means a stronger effect; one-dose inhibition, % at 20 µM; IC50 in µM for titrated hits; 310,000 tested, 0.39% active; in the data active = a potency from the dose series; inconclusive = inhibition mostly from about 32% at the one dose, without a potency; inactive = the rest, 99 in 100 with inhibition below about 32%; note: strong numbers were not always called active
WT yeast gro inh mutant strain = further read-out of WT yeast gro inh, marked with its call; inhibition, %; mitochondrial fusion phenotypic screen, mutant strain inhibition
bCat nuc transl cell count 5 µM = second read-out of bCat nuc transl, no call of its own (marks repeat the call); cell count; measured here: cell count, cytotoxicity flag
T cell HTS vesicle-bound % = further read-out of T cell HTS, marked with its call; double positive events, %; measured here: CD8+ vesicle-bound cell fraction;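 binding gate set so that unloaded-vesicle control wells show 10% double positive cells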
Myeloid diff MLP GFP+ MAC1+ % = further read-out of Myeloid diff MLP, marked with its call; GFP+ MAC1+ double positive, %; measured here: differentiation confirmed by MAC1 staining
Numbers without * were called inactive; i = inactive; u = inconclusive; x = no result given.

SMILES | bCat nuc transl | bCat nuc transl cell count 5 µM | West Nile antiviral | Myeloid diff MLP | Myeloid diff MLP GFP+ MAC1+ % | RSV CPE inhibition | Rac1 GTP hydrolysis | WT yeast gro inh | WT yeast gro inh mutant strain | T cell HTS | T cell HTS vesicle-bound % | Salmonella PhoP GFP | SV40 large T antigen
CCOC(=O)N1CCC(NC(=O)c2cc(S(=O)(=O)N3CCOCC3)ccc2F)CC1 | 0.8 | 1144 | -0.3% | i | 0.9 | -0.1% | 1% | -8 | 4 | i | 15 | 4% | 4%
O=C(NCc1cccnc1)C1CCCCN1S(=O)(=O)c1ccc(F)cc1 (centres undefined) | 3.6 | 1341 | -0.5% | i | 1.3 | 1.2% | 2% | -25 | -5 | i | 46 | 4% | 0%
OCC1(c2cc(C(F)(F)F)n[nH]2)CCCCC1 | -7.4 | 962 | 0.0% | i | 10 | 2.1% | -3% | 0 | 0 | i | 11 | 2% | 7%
O=C(N[C@H](C(=O)O)c1ccccc1)C1CCC(Cn2nnc3ccccc3c2=O)CC1 (some centres undefined) | 0.5 | 1246 | 0.5% | x | x | 3.7% | x | x | x | i | 30 | 14% | 29%
CCN(CC)C(=O)c1cc2c(=O)n3ccccc3nc2s1 | x | x | -0.2% | i | 3.1 | 2.4% | 7% | 8 | 9 | i | 5 | 6% | 12%
CCOC(=O)[C@H]1[C@H]2COc3cc(OC)ccc3[C@@H]2N2C(=O)c3ccc(F)cc3NC(=O)[C@@]12C | x | x | x | i | 0.7 | 0.1% | 2% | x | x | i | 27 | -9% | 12%
COc1ccc(CC(=O)OC(C)C(=O)Nc2ccc(Cl)cn2)cc1 (centres undefined) | x | x | x | i | 0.4 | 3.4% | 5% | x | x | i | 48 | x | x
Cc1nnc(SCCCn2c(N3CCCCC3)nc3c2c(=O)[nH]c(=O)n3C)s1 | 0.7 | 1081 | 0.7% | i | 0.7 | 0.7% | 10% | -20 | -16 | i | 23 | 2% | 3%
COc1ccc(OC)c2c1nc1n2CCS1 | 2.9 | 925 | -0.7% | i | 0.3 | 2.4% | 9% | -6 | 1 | i | 14 | 0% | 13%
CC(C)OC(=O)c1cc(NC(=S)Nc2ccc([N+](=O)[O-])cc2)cc(C(=O)OC(C)C)c1 | -0.5 | 1070 | 1.1% | i | 0.5 | -4.3% | 12% | -1 | -12 | i | 20 | 1% | 2%

Some of these compounds in order of number of heavy atoms, descending:
SMILES | bCat nuc transl | bCat nuc transl cell count 5 µM | West Nile antiviral | Myeloid diff MLP | Myeloid diff MLP GFP+ MAC1+ % | RSV CPE inhibition | Rac1 GTP hydrolysis | WT yeast gro inh | WT yeast gro inh mutant strain | T cell HTS | T cell HTS vesicle-bound % | Salmonella PhoP GFP | SV40 large T antigen
O=C(N[C@H](C(=O)O)c1ccccc1)C1CCC(Cn2nnc3ccccc3c2=O)CC1 (some centres undefined) | 0.5 | 1246 | 0.5% | x | x | 3.7% | x | x | x | i | 30 | 14% | 29%
CCOC(=O)N1CCC(NC(=O)c2cc(S(=O)(=O)N3CCOCC3)ccc2F)CC1 | 0.8 | 1144 | -0.3% | i | 0.9 | -0.1% | 1% | -8 | 4 | i | 15 | 4% | 4%
Cc1nnc(SCCCn2c(N3CCCCC3)nc3c2c(=O)[nH]c(=O)n3C)s1 | 0.7 | 1081 | 0.7% | i | 0.7 | 0.7% | 10% | -20 | -16 | i | 23 | 2% | 3%
O=C(NCc1cccnc1)C1CCCCN1S(=O)(=O)c1ccc(F)cc1 (centres undefined) | 3.6 | 1341 | -0.5% | i | 1.3 | 1.2% | 2% | -25 | -5 | i | 46 | 4% | 0%
COc1ccc(CC(=O)OC(C)C(=O)Nc2ccc(Cl)cn2)cc1 (centres undefined) | x | x | x | i | 0.4 | 3.4% | 5% | x | x | i | 48 | x | x

The listing continues:
SMILES | bCat nuc transl | bCat nuc transl cell count 5 µM | West Nile antiviral | Myeloid diff MLP | Myeloid diff MLP GFP+ MAC1+ % | RSV CPE inhibition | Rac1 GTP hydrolysis | WT yeast gro inh | WT yeast gro inh mutant strain | T cell HTS | T cell HTS vesicle-bound % | Salmonella PhoP GFP | SV40 large T antigen
Cn1c(=O)[nH]c(=O)c2c1nc(NCCCO)n2Cc1ccc(F)cc1 | -2.4 | 954 | 0.0% | i | 1.0 | -0.5% | 12% | 4 | 3 | i | 19 | -9% | 11%
COc1ccccc1NS(=O)(=O)c1ccc(C)c(NC(=O)c2ccc(S(=O)(=O)N3CCCCCC3)cc2)c1 | -0.6 | 920 | -1.8% | i | 0.0 | 9.8% | -14% | 8 | 0 | i | 1 | 18% | 9%
O=C(COC(=O)c1n[nH]c2ccccc12)Nc1cccc(S(=O)(=O)N2CCOCC2)c1 | -1.1 | 1051 | 0.2% | i | 0.0 | x | -1% | 14 | -5 | x | x | -4% | 7%
O=S(=O)(c1ccccc1F)N1CCC(Oc2ccc(-n3cnnn3)cc2)CC1 | x | x | -0.7% | i | 5.5 | 0.6% | 4% | x | x | i | 4 | 7% | 12%
CCOC(=O)CSc1nnc(-c2ccc(Cl)cc2Cl)o1 | 2.8 | 873 | 0.4% | i | 0.5 | -0.4% | -2% | 4 | 24 | i | 5 | -4% | 10%
CC(C)CNS(=O)(=O)c1ccc(CCC(=O)N2CCN(c3ccccc3)CC2)cc1 | -2.0 | 1035 | -0.8% | i | 0.8 | -0.2% | -19% | 9 | 0 | i | 47 | 2% | 12%
Cc1ccccc1NC(=O)c1nc(S(C)(=O)=O)ncc1Cl | x | x | -0.1% | u | x | 1.4% | 9% | x | x | i | 64 | 0% | 6%
C/C(=N\NC(=O)C1CC1)c1ccc(Cl)cc1 | -0.3 | 1059 | -0.3% | i | 0.3 | 16% | 0% | -9 | -7 | i | 36 | 12% | 3%
CCC(C)NCCOCCOc1ccc(Br)cc1 (centres undefined) | -0.5 | 1097 | -0.9% | i | 0.4 | -2.0% | 28% | 0 | 2 | i | 43 | -6% | 1%
O=C(Nc1ccc(F)cc1F)c1cccnc1 | 0.6 | 1110 | -0.4% | i | 0.4 | 0.1% | 8% | 12 | 4 | i | 31 | 7% | -2%
COc1ccccc1C(=O)COC(=O)/C(=C/c1ccccc1)NC(C)=O | x | x | x | i | 0.9 | 1.9% | 1% | x | x | i | 33 | -3% | 16%
CC(=O)Nc1ccc(NC(=O)c2ccccc2S(=O)(=O)c2ccccc2[N+](=O)[O-])cc1 | -1.8 | 1006 | 0.6% | i | 1.4 | 0.7% | 5% | 13 | 23 | i | 47 | 6% | 0%
COc1ccc(S(=O)(=O)NC(Cc2ccccc2)C(=O)O)cc1 (centres undefined) | x | x | 0.3% | i | 0.8 | 0.5% | 8% | x | x | i | 20 | 5% | 24%
O=C(NCCC1CCCCN1S(=O)(=O)c1cccs1)C(=O)Nc1ccccc1 (centres undefined) | x | x | x | i | 0.6 | 4.4% | 7% | x | x | i | 49 | 7% | 9%
CCOc1ccc(NCc2nc3ccccc3n2CCOc2ccccc2)cc1 | 5.3 | 550 | -1.8% | i | 3.2 | 0.3% | 17% | 33 | 25 | i | 31 | 9% | 23%
CCCCN(CC)S(=O)(=O)N1CCC(C(=O)NCc2ccc(F)cc2)CC1 | 0.8 | 1003 | -0.8% | i | 2.8 | 4.3% | 3% | 10 | -3 | i | 44 | 8% | -1%
O=S(=O)(Nc1nc2ccccc2nc1-[n+]1cccc(N=C([O-])c2ccccc2Cl)c1)c1ccccc1 | 1.0 | 1117 | 0.3% | x | x | -1.4% | x | x | x | i | 30 | -17% | 8%
COc1ccc(C)cc1-n1nnnc1SCc1nc2ccccc2s1 | -1.7 | 929 | x | i | 1.8 | 21% | 4% | 25 | 21 | i | 20 | 9% | 9%
Cc1cc(=O)oc2cc(OCC(=O)OCC(=O)Nc3ccccc3Br)ccc12 | 1.7 | 1310 | 0.0% | i | 1.1 | 0.2% | -2% | x | x | i | 44 | -10% | 7%
C/C(=N\Nc1nc2ccccc2s1)c1ccc(Br)s1 | 0.3 | 1096 | -1.7% | i | 0.5 | 15% | 14% | 94* | 88* | i | 26 | -4% | 13%
Cc1cc(C)cc(OC(C)C(=O)Nc2ccccc2C(=O)NCc2cccnc2)c1 (centres undefined) | x | x | -0.1% | i | 1.8 | 9.9% | 8% | x | x | i | 20 | 1% | 3%
COc1oc(-c2ccc(Cl)cc2)nc1C(F)(F)F | -5.3 | 542 | -0.1% | i | 0.5 | 0.1% | 6% | -16 | -9 | i | 15 | 3% | 4%
CC(C)Cn1c2c(c(O)c(C(=O)Nn3c(Cc4ccccc4)nc4ccccc4c3=O)c1=O)CCCC2 | -1.5 | 560 | -1.9% | i | 2.4 | 18% | 12% | 7 | -5 | i | 55 | 2% | 0%
Cc1nn(-c2ccccc2)c(C)c1NC(=O)COC(=O)C1CC(=O)N(CCc2ccccc2)C1 (centres undefined) | x | x | x | i | 0.8 | -0.6% | 6% | x | x | i | 34 | -7% | 11%
CC(C)CN1CC(=O)N2C(c3ccccc3)c3[nH]c4ccccc4c3C[C@H]2C1=O (some centres undefined) | x | x | -1.6% | i | 1.2 | 1.4% | 7% | x | x | i | 44 | x | 3%
O=C(COC(=O)c1ccccc1SCC(=O)N1CCCC1)NCc1ccccc1 | x | x | x | i | 1.0 | 16% | 2% | x | x | i | 55 | -2% | 8%
NC(=O)c1ccc(NC(=O)CCc2nc3sc4c(c3c(=O)[nH]2)CCCC4)cc1 | x | x | x | i | 1.1 | -1.9% | -4% | x | x | i | 55 | -4% | 25%
O=C(NC1CCCC1)C(c1ccccc1)N(C(=O)c1csnn1)c1ccccc1F (centres undefined) | x | x | 0.9% | i | 0.2 | 2.2% | 4% | x | x | i | 23 | -2% | 7%
COc1nc(-c2ccccc2)ccc1-c1noc(-c2ccco2)n1 | -0.7 | 1113 | 0.3% | i | 0.8 | 0.7% | -4% | 12 | 2 | i | 6 | -6% | 10%
COCCCn1c(O)c(/C=C2\N=C(C#N)C(=Nc3ccc(C)cc3)O2)sc1=S | 0.3 | 1350 | -0.5% | i | 1.6 | 18% | 4% | x | x | i | 43 | -6% | 29%
O=C(COC(=O)c1ccc2c(c1)OCO2)NC1CCS(=O)(=O)C1 (centres undefined) | -0.5 | 1125 | 0.6% | i | 0.9 | 0.2% | 8% | -24 | 6 | i | 16 | -6% | 7%

The order is random; any-hit rate near 3.6%.
